# From PubChem BioAssay
# AI-2 QS mod – modulators of Vibrio harveyi AI-2 quorum sensing system. Vibrio harveyi JMH597 AI-2 luminescence/OD600 ratio, 9 h; stronger effect = lower value; strain lacks LuxN and CqsS sensors; 0 = neutral-control median. activity change, % at 7.5 µM. 300,000 compounds, 0.4% hits. AID 2094; in the data active means activity change below about -75%, passing the limit was not always enough; inconclusive means no clear call, values can overlap the other calls;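 further: luminescence divided by OD600 gain over 9 h not by final OD600 alone; inactives centre near 13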
# TRPC6 inhibitor – inhibitors of mouse TRPC6 channel; Q61143; 310,000 compounds, 1.1% hits; B-score at 10 µM; HEK293-TRPC6, membrane potential dye, ACh-evoked depolarization; stronger effect = lower value;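 active means B-score under library mean minus 3 SD, initial fluorescence not abnormally high, positive integrated signal ratio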;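 further: B-score derived from integrated fluorescence ratio over the kinetic read; more negative B-score means stronger inhibition of depolarization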
# TRPC4 agonist – TRPC4 (mouse) channel activation | HEK293 TRPC4beta/mu-opioid, Fluo4 calcium fluorescence; stronger effect = higher value | AID 2237 | Q9QUQ5 | B-score at 10 µM | 310,000 compounds, 0.49% hits;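 active means B-score above 5 SD of library B-scores, and initial fluorescence ratio not above library mean plus 5 SD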;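 further: positive B-score marks a calcium rise read as TRPC4 activation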
#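 Test system: HEK293 cells stably co-expressing mouse TRPC4beta and mu-opioid receptor | Schedule: Fluo4 dye loading 45 min at room temperature, 110 s recording | Measured by: Kinetic Fluo4 calcium fluorescence, 5 s baseline at 1 Hz | Evaluation: B score of integrated ratio | Controls: Buffer (low) and maximal DAMGO (high)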
# MrgX1 agonist – activates human MrgX1 receptor signaling. Q96LB2. MrgX1-HEK293 cells, Fluo-4 calcium fluorescence, agonist mode; stronger effect = higher value. B-score at 10 µM. 310,000 compounds, 0.44% hits;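 active means calcium response B-score plate-corrected fluorescence ratio at least 3 library SD, with starting fluorescence B-score inside 5 SD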
# Target sequence (Q96LB2 whole entry, looked up): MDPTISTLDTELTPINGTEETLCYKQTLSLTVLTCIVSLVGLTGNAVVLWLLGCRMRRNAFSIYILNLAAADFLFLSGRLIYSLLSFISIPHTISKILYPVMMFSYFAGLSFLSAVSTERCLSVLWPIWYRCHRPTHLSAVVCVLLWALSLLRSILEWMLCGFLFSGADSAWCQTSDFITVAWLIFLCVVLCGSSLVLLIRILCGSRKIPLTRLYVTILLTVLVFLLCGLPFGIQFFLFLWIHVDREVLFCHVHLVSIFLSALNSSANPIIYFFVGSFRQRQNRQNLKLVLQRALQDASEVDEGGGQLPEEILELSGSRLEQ
#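 times = overnight plating, then 30 min 37 °C plus 30 min room-temperature dye loading | assay system = stable human MrgX1 HEK293 cell line | input = fifteen thousand cells per well | signal = kinetic calcium dye fluorescence, Fluo-4 NW | dosing = compound delivered in addition one of three | read-out = B-scored fluorescence response ratio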
# MrgX1 antagonist – blocks BAM8-22 activation of human MrgX1 receptor | AID 588676 | 310,000 compounds, 1.3% hits | MRGX1-HEK293 calcium flux, Fluo-4, BAM8-22 antagonism; stronger effect = lower value | Q96LB2 | B-score at 10 µM;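 active means calcium-response B-score plate-corrected more than 3 library SD below zero, starting fluorescence within 5 deviations, no agonist response on first addition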;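 further: peak minus trough fluorescence over baseline after final BAM8-22 challenge near maximal dose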
# PolyA inhibitor – inhibitors of polyadenylation in S. cerevisiae; calls only at 12 µM; S. cerevisiae SKY197-pL101 polyadenylation reporter, beta-gal luminescence; efflux-impaired pdr1/pdr3 knockout yeast; score 100 = 6 SD above DMSO; 300,000 compounds, 0.02% hits;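 active means lowest replicate activity score at least 50, where 100 means six control SD above control mean; inconclusive means lowest score under 50 but half or more replicates reach 50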;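 further: yeast exposed to compound for 9 h at 30 °C; higher score means more reporter readthrough which indicates perturbed polyadenylation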
# TRPC6 activator – mouse TRPC6 channel activation; Q61143; HEK293-TRPC6 membrane potential dye fluorescence; stronger effect = higher value; B-score at 10 µM; 310,000 compounds, 0.13% hits; AID 2550;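 active means B-score of the integrated fluorescence ratio above library mean plus 3 SD, and starting fluorescence ratio within library mean plus 5 SD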;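 further: higher score means more depolarization so channel activation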
# HIF act – HIF pathway transcriptional activation; activation, % at 7.5 µM (by protocol); U2OS HRE-luciferase reporter, luminescence; normalized: DMSO 0%, desferrioxamine 100%; AID 1910; 300,000 compounds, 0.32% hits;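 active means mean activation of at least 10% of the iron chelator positive control signal, with at least half of replicates also reaching 10%; inconclusive means mean and replicate majority disagree about reaching 10%; inactive means mean and most replicates under 10%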
# MrgX1 allo act – allosterically activates human MrgX1 receptor signaling. Q96LB2. 310,000 compounds, 0.63% hits. MrgX1-HEK293, Fluo-4 calcium flux, FDSS; stronger effect = higher value. B-score at 10 µM;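 active means plate-corrected calcium response at least 3 library SD above typical, normal starting fluorescence, not activating the receptor alone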;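 further: compound read alongside a low EC10 to EC30 dose of BAM8-22 agonist; peak minus trough fluorescence over baseline measured at the second addition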
# TRPC4 PAM – allosterically enhances the mouse TRPC4 cation channel; AID 2227; 310,000 compounds, 0.42% hits; HEK293 TRPC4beta/mu-opioid, DAMGO EC20, Fluo-4 Ca2+ flux; stronger effect = higher value; B-score at 10 µM;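 active means B-score of calcium response area above 5 SD of library B-scores, with initial fluorescence ratio within 5 SD of library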;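 further: B-score of integrated fluorescence ratio over time as area under calcium response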
# TRPC4 inh – blocks the mouse TRPC4 cation channel; HEK293 TRPC4beta/mu-opioid, DAMGO-evoked Fluo4 calcium flux; stronger effect = lower value; Q9QUQ5; 300,000 compounds, 0.39% hits; B-score at 10 µM;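 active means B-score over 3 SD under the library average, no early fluorescence shift, positive overall ratio signal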
#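 material = TRPC4beta/mu-opioid receptor HEK293 cell line | probe or stimulus = sequential submaximal and maximal DAMGO stimulation | compound dosing = one concentration per compound | measured by = Fluo4 Ca2+ flux fluorescence | evaluation = integrated fluorescence ratio relative to baseline, converted to per-well B score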
# * hit, by the source's call; i = inactive; ? = inconclusive; · = no result given. Not all compounds are listed (hit frequency here may not be typical).
SMILES,AI-2 QS mod,TRPC6 inhibitor,TRPC4 agonist,MrgX1 agonist,MrgX1 antagonist,PolyA inhibitor,TRPC6 activator,HIF act,MrgX1 allo act,TRPC4 PAM,TRPC4 inh
O=S(=O)(c1ccccc1)N1CCC(n2cnc3ccccc32)CC1,-5.7,i,i,i,i,i,i,1.1,i,i,i
Cc1oc(/C=N/NS(=O)(=O)c2ccccc2)cc1Br,-7.4,i,i,i,i,i,i,-0.3,i,i,i
Cc1ccccc1C(=O)N1CCCN(C(=O)c2ccccc2C)CC1,19.8,i,i,i,i,i,i,-0.7,i,i,i
CCNc1nc(Oc2ccc(C(=O)OC)cc2)nc(SC)n1,26.6,i,i,i,i,i,i,-0.1,i,i,i
COC(=O)c1ccc(OC)c(OC)c1Cl,-3.9,i,i,i,i,i,i,-0.4,i,i,i
COc1ccccc1NC(=S)NNC(=S)Nc1ccc(OC(F)F)cc1,?,i,i,i,i,i,i,0.5,i,i,i
COc1ccc(-c2cc(C(=O)Nc3ccc(C)c(C)c3)no2)cc1,-7.3,i,i,i,i,i,i,-0.3,i,i,i
O=[N+]([O-])c1cccc(/C=N/Nc2nccnc2Cl)c1,21.3,i,i,i,i,i,i,2.4,i,i,i
Cc1cc(Br)ccc1OCc1nc(-c2cccnc2)no1,5.9,i,i,i,i,i,i,4.1,i,i,i
CCOc1ccc(NC(=O)CN2C(=O)CSC2=O)cc1,-28.6,i,i,i,i,i,i,-0.5,i,i,i
CC(=O)OCCC(NS(=O)(=O)OCC(Cl)(Cl)Cl)c1ccccc1 (configuration not stated),18.7,i,i,i,i,i,i,-0.1,i,i,·
CN(C(=O)c1cccnc1)c1nnc(-c2ccccn2)s1,32.2,i,i,i,i,i,i,2.0,i,i,i
O=C(c1ccc2c(c1)N(Cc1cccc(Cl)c1)C(=O)c1ccccc1S2(=O)=O)N1CCN(c2ccccn2)CC1,18.0,i,i,i,i,i,i,-0.2,i,i,i
CCOC(=O)COc1ccc(/C=C/[N+](=O)[O-])c(OCC(=O)OCC)c1,3.8,i,i,i,i,i,i,-1.0,i,i,i
Cc1c(N=C(N)/N=C(\N)Nc2ccc(Br)cc2)c(=O)n(-c2ccccc2)n1C,11.9,i,i,i,i,i,i,-0.6,i,i,i
CCC1CCCCN1CCCNC(=O)CN1C(=O)CSc2ccc(S(=O)(=O)N3CCOCC3)cc21 (configuration not stated),16.2,i,i,i,i,i,i,0.5,i,i,i
COc1ccccc1OCc1ccc(C(=O)N/N=C/c2ccco2)cc1,20.7,i,i,i,i,i,i,-0.2,i,i,i
CCOc1ccc(CN2C(=O)CC(=O)N(S(=O)(=O)c3ccc(OCC)cc3)C2=O)cc1,21.9,i,i,i,i,i,i,-0.1,i,i,i
Cc1ccc(-c2noc(CN3CCOCC3)n2)cc1,14.0,i,i,i,i,i,i,1.2,i,i,i
Oc1[nH]c2ccccc2c1/C=N/N1CCCCC1,14.5,i,i,i,i,i,i,-0.1,i,i,i
CCOc1cccc(CN2CCC(n3nccc3NC(=O)c3ccc4c(c3)OCO4)CC2)c1,3.7,i,i,i,i,i,i,0.5,i,i,i
Cc1ccccc1CCNC(=O)C1CC(O)CN1C(=O)Nc1ccccc1 (configuration not stated),·,i,i,i,i,i,i,0.7,i,i,i
FC(F)(F)c1cccc(CNC2c3ccccc3-c3ccccc32)c1,1.4,i,i,i,i,i,i,-21.6,i,i,i
Cc1[nH]c2ccccc2c1/C=C(\C#N)C(=O)NC1CC1,8.2,i,i,i,i,i,i,2.2,i,i,i
CCCC(=O)OCCNc1cc(Sc2nccn2C)c2nonc2c1[N+](=O)[O-],3.7,i,i,i,i,i,i,-0.1,i,i,i
O=C(O)c1ccc(N=NN2CCCC2)cc1,42.4,i,i,i,i,i,i,-0.1,i,i,i
O=C(Nc1ccccc1N1CCOCC1)C1Cc2ccccc2CN1C(=O)c1ccco1 (configuration not stated),19.7,i,i,i,i,i,i,-0.6,i,i,i
CN=c1scc(-c2ccc(Br)cc2)n1C,9.1,i,i,i,i,i,i,-0.2,i,i,i
CCSCc1nnc(SCC(=O)Nc2nc3ccccc3s2)n1C,9.1,i,i,i,i,i,i,0.4,i,i,i
COc1ccc(Nc2c(-c3ccc(OC)cc3)nc3cnccn23)cc1,-1.4,i,i,i,i,i,i,0.9,i,i,i
c1ccc(CN2CCN(Cc3nnc(-c4ccccc4)o3)CC2)cc1,14.9,-5.64*,i,i,i,i,i,-0.2,i,i,i
CCOC(=O)c1sc(N)c(C#N)c1COC(=O)CNC(=O)c1ccccc1,21.8,i,i,i,i,i,i,0.5,i,i,i
CC(Cn1cnc2ccccc21)C(=O)O (configuration not stated),15.6,i,i,i,i,i,i,-0.2,i,i,i
COC(=O)c1cn(NC(=O)c2ccc([N+](=O)[O-])cc2Cl)c(=O)c2ccccc12,14.9,i,i,i,i,i,i,-0.4,i,i,i
COc1cccc(Oc2ccc(C(F)(F)F)cc2NC(=O)C2=COCCO2)c1,8.7,i,i,i,i,i,i,-0.2,i,i,i
CCOC(=O)c1c(NC(=O)Cn2ccsc2=N)sc(C)c1C,9.7,i,i,i,i,i,i,-0.9,i,i,i
CCCS(=O)(=O)c1c(S(=O)(=O)CCC)c2c(C)cccn2c1C(=O)N/N=C/c1cc(O)cc(O)c1,69.0,i,i,i,i,i,i,4.0,i,i,i
Cc1ccc(/C=C/C(=O)O)cc1S(=O)(=O)N1CCC(Cc2ccccc2)CC1,33.2,i,i,i,i,i,i,-0.5,i,i,i
N#C/C(C(=O)Nc1ccc(Cl)cc1)=C(/S)Nc1ccccc1,1.5,i,i,i,i,i,i,0.7,i,i,i
Nc1c(C(=O)Nc2ccccc2F)sc2nc(-c3cccnc3)ccc12,3.3,i,i,i,i,i,i,1.6,i,i,i
COc1cccc2c1OCC(C(=O)O)C2 (configuration not stated),4.7,i,i,i,i,i,i,-0.5,i,i,i
COc1nc(Nc2ccccc2)nc(OC)n1,19.4,i,i,i,i,i,i,0.9,i,i,i
CC(=O)c1cc(C#N)c(SCC(=O)OC(C)(C)C)nc1C,25.7,i,i,i,i,i,i,1.1,i,i,i
CC(C)N(CCNC(=O)C1CCN(S(=O)(=O)N2CCOCC2)CC1)Cc1ccccc1,7.7,i,i,i,i,i,i,0.0,i,i,i
O=C(Nc1cccc(C(F)(F)F)c1)n1cc(-c2ccccn2)c(N2CCOCC2)n1,31.3,i,i,i,i,i,i,-0.3,i,i,i
CC[C@@H](C(=O)n1nc(C)cc1C)[C@H](NS(=O)(=O)c1ccc(C)cc1)c1ccccc1,15.9,i,i,i,i,i,i,0.1,i,i,i
CC(=O)Cn1ncc(N2CCCCC2)c(Cl)c1=O,14.0,i,i,i,i,i,i,0.9,i,i,i
CCC(=O)c1ccc(OC(=O)/C=C/c2cc(OC)c(OC)c(OC)c2)cc1,19.8,i,i,i,i,i,i,-1.1,i,i,i
CCC(C)(C)C(=O)Nc1ccc(OC)cc1[N+](=O)[O-],22.9,i,i,i,i,i,i,-0.5,i,i,i
O=C(COc1ccccc1)NCC(=O)N/N=C/C=C/c1ccccc1,15.7,i,i,i,i,i,i,-0.1,i,i,i
CCOc1ccc(CN2CCN(C/C=C/c3ccc(OC)cc3)CC2CCO)cc1 (configuration not stated),7.3,i,i,i,i,i,i,0.0,i,i,i
Cc1ccccc1C(=O)N1CCN=C1SCc1ccc([N+](=O)[O-])cc1,30.1,i,i,i,i,i,i,0.4,i,i,i
CCC(C)NC(=O)COc1ccc(OCc2ccccc2)cc1 (configuration not stated),16.0,i,i,i,i,i,i,-0.4,i,i,i
Cc1ccc(C2C=C(c3ccccc3OC(F)F)Nc3ncnn32)cc1 (configuration not stated),5.6,i,i,i,i,i,i,0.0,i,i,i
Cc1ccc(N2C(=O)CC(n3nc(C)cc3C)C2=O)cc1 (configuration not stated),4.7,i,i,i,i,i,i,-0.1,i,i,i
CCN(CC(=O)Nc1ccc(NC(C)=O)cc1)C(=O)CSc1ncnc2sc(C)c(C)c12,5.2,i,i,i,i,i,i,-0.7,i,i,i
Cc1cc(NCCN2CCOCC2)n2nc(C)c(-c3ccccc3)c2n1,23.3,i,i,i,i,i,i,0.4,i,i,i
O=S(=O)(NC(=S)NC1CCCCC1)c1ccccc1,6.6,i,i,i,i,i,i,0.1,i,i,i
COc1cccc(/C=C/c2ccccn2)c1O,17.1,i,i,i,i,i,i,1.5,i,i,i
COCC(COCCCNC(=O)Nc1ccc(Br)cc1)OC (configuration not stated),6.2,i,i,i,i,i,i,0.0,i,i,i

# Continuation:
SMILES,AI-2 QS mod,TRPC6 inhibitor,TRPC4 agonist,MrgX1 agonist,MrgX1 antagonist,PolyA inhibitor,TRPC6 activator,HIF act,MrgX1 allo act,TRPC4 PAM,TRPC4 inh
O=C(CCC1CCCN(C(=O)CCCc2ccccc2)C1)N1CCN(c2ccccn2)CC1 (configuration not stated),24.7,i,i,i,i,i,i,0.8,i,i,i
COc1ccc(OC)c2[nH]c(=O)c(CCNS(=O)(=O)c3ccccc3)cc12,18.6,i,i,i,i,i,i,0.3,i,i,i
CO[C@H]1C=CO[C@@]2(C)Oc3c(C)c(O)c4c(O)c(c5c(nc6cc(C)ccn65)c4c3C2=O)NC(=O)C(C)=CC=C[C@H](C)[C@H](O)[C@@H](C)[C@@H](O)[C@@H](C)[C@H](OC(C)=O)[C@@H]1C,-218.8*,i,i,·,·,i,i,-0.4,·,i,i
Cc1ccccc1-c1noc(-c2ccccc2F)n1,-4.3,i,i,i,i,i,i,2.5,i,i,i
O=C1c2cccnc2C(O)N1Cc1ccco1 (configuration not stated),2.2,i,i,i,i,i,i,-0.3,i,i,·
CCOc1ccccc1OCC(=O)Oc1ccc(C)c(C)c1,24.4,i,i,i,i,i,i,0.0,i,i,i
